UPR CHOP act = apoptotic UPR (CHOP) activation; CHO-CHOP luciferase reporter, luminescence; percent of tunicamycin response over DMSO baseline; activation, % at 10 µM; 0.34% of 330,000 active; AID 449763;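 active means at 10 µM dose, activation of 40% or more, normalized to positive control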;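 further: 100% = tunicamycin at 10 µg/mL and 0% = DMSO alone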
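Test system: CHO-CHOP cells, stable luciferase reporter of PERK-eIF2a-CHOP signalling | Quantity: 500 CHO-CHOP cells per well | Buffer or medium: F12 plus 10% serum | Compound dosing: 10 µM single point, 0.5% DMSO | Schedule: 6 h compound treatment, 37 °C | Signal: Luciferase luminescence | Control set: Tunicamycin high control, DMSO low control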
tim23-1 inh = inhibits growth of tim23-1 mutant yeast; S. cerevisiae tim23-1 growth, BacTiter-Glo luminescence, 24 h; inhibition, % at 20 µM; 1.3% of 330,000 active; AID 463212;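 active means growth inhibition of the mutant yeast at or above 50%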;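 further: temperature-sensitive mutant grown at 25 °C; plate controls were DMSO-treated mutant yeast for no effect and medium wells lacking yeast for full effect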
NR3A LBD binder = modulates the human NR3A ligand-binding domain; 2.5% of 340,000 active; NR3A LBD differential scanning fluorimetry, Tm shift; 0% = protein alone, 100% = glycine-bound protein; Tm shift relative to glycine control, % at 25 µM;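 active means melting temperature shift of at least 10% of the positive control shift, at one fixed dose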
XBP1 UPR activ = activators of adaptive arm of unfolded protein response (XBP1) | AID 463104 | 0.33% of 330,000 active | activation, % at 20 µM | CHO-XBP1 luciferase reporter, IRE1-XBP1 UPR activation, luminescence; percent of tunicamycin response, DMSO as zero;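 active means versus positive control, 20 µM dose yields 30% or more activation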;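 further: 100% = tunicamycin at 10 µg/mL and 0% = DMSO only wells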
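assay system = CHO-XBP1 luciferase reporter cells | amount = 1000 cells/well | buffer or medium = F12 plus 10% FBS | compound dosing = single point, 20 µM final compound, 1% DMSO | incubation = 16-18 h cell attachment at 37 °C, then 6 h compound exposure | detection = Steady-Glo luminescence read | controls = tunicamycin 10 µg/mL and vehicle-only wells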
TIM10 inh = inhibits growth of TIM10 yeast strain. S. cerevisiae TIM10 strain growth, BacTiter-Glo luminescence, 24 h. inhibition, % at 10 µM. 1.4% of 330,000 active. AID 463195;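 active means inhibition of 40% or more at the single tested concentration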;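 further: wild-type TIM10 isogenic control strain grown at permissive 25 °C; 0% = DMSO yeast wells and 100% = minimal medium wells without yeast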
NLRP3 yeast inh = inhibitors of NALP3 inflammasome in yeast | Yeast reconstituted NLRP3/ASC/caspase-1, beta-gal luminescence, 24 h | inhibition, % at 10 µM | 0.39% of 330,000 active;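 active means inhibition of 50% or more; inactive means inhibition below 50%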;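 further: plate controls were induced DMSO wells for no effect and uninduced yeast grown without galactose for full effect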
Mdm2 MdmX PPI = human Mdm2/MdmX binding inhibition; AID 485346; SaOS-2 split-luciferase Mdm2/MdmX complementation, luminescence; 3% of 330,000 active; O15151+Q00987; inhibition, % at 8 µM;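 active means inhibition of at least 50% at 8 µM in the primary screen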
tim10-1 inh = growth inhibitors of tim10-1 mutant yeast; 2.2% of 330,000 active; S. cerevisiae tim10-1 ts strain growth, BacTiter-Glo, 24 h; inhibition, % at 20 µM;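 active means inhibition of at least 40%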;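 further: mutant grown at 25 °C; 0% = DMSO wells with yeast and 100% = wells holding no yeast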
APJ ag = APJ receptor agonism; P35414; CHO-K1 APJ PathHunter beta-arrestin, luminescence; 0% DMSO wells, 100% apelin; activation, % at 20 µM; 0.11% of 330,000 active; AID 2520;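 active means activation more than six SD over the plate average, tested at 20 µM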;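 further: 0% = DMSO alone and 100% = apelin-13 at 10 nM; some results filed as inactive read as strong as hits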
Target sequence (P35414 whole entry, looked up): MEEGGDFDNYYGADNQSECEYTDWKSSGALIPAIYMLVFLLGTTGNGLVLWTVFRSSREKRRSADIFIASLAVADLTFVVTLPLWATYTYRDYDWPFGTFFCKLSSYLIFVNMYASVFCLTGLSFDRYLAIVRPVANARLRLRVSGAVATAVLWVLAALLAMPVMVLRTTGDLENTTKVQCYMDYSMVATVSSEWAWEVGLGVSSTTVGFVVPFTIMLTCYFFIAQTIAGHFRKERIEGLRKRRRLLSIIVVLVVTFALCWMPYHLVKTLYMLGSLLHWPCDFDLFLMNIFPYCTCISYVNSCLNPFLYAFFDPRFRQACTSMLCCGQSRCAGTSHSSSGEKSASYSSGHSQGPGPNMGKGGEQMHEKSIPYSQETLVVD
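Material: engineered CHO-K1 APJ arrestin reporter cells; amount: 1000 CHO-K1 reporter cells seeded per well; incubation: compound stimulation 90 min at 25 °C, detection 60 min; signal: luminescent beta-gal fragment complementation, chemiluminescent substrate; read-out basis: APJ agonist activity; controls: DMSO-only wells as negative, 10 nM Apelin-13 as positive control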
The depositor's hits bear a star; . = no result given.

SMILES | UPR CHOP act | tim23-1 inh | NR3A LBD binder | XBP1 UPR activ | TIM10 inh | NLRP3 yeast inh | Mdm2 MdmX PPI | tim10-1 inh | APJ ag
CCC(C)NC(=O)C1CCN(S(=O)(=O)c2ccc3c(c2)CC(C)N3C(C)=O)CC1 (centres undefined) | 0.9 | 10 | 0 | -1 | -4 | 3 | 22 | 2 | -1
C=CCn1c2ccccc2c2nnc(SCC(=O)NC(C(=O)OC)C(C)C)nc21 (centres undefined) | -2.4 | 15 | -2 | 5 | 11 | -1 | 3 | 22 | -2
O=C(NCc1ccccc1F)C(=O)NCC1CCCN1S(=O)(=O)c1ccccc1 (centres undefined) | 1.1 | 13 | . | -4 | 4 | 10 | 8 | 16 | 2
CN(NC(=O)c1ccc(Cl)cc1Cl)C1=NS(=O)(=O)c2ccccc21 | -2.0 | 1 | -1 | 3 | 1 | 12 | 9 | -2 | -2
Cc1cccc(CS(=O)(=O)Cc2ccc(C(=O)NC3CCCCCC3)o2)c1 | 2.1 | 10 | 2 | -5 | 0 | 7 | 0 | 18 | 5
COCCN(C(=O)CSc1nn(-c2ccc(F)cc2)c(=S)s1)c1c(N)n(CC(C)C)c(=O)[nH]c1=O | 0.1 | 1 | -2 | -2 | -3 | 7 | 8 | 10 | -5
CCC(CC)C(=O)NCCc1cc2ccc(OC)cc2[nH]c1=O | -1.2 | -4 | 3 | -2 | -3 | 21 | 25 | 0 | -1
Cn1c(=O)[nH]c(=O)c2c1nc(N1CCOCC1)n2CCSc1nc2ccccc2[nH]1 | -3.9 | 0 | -2 | 1 | -10 | 6 | 9 | 12 | 2
Cc1ccc(NC(=O)CSCc2ccco2)cc1 | 3.5 | 19 | 1 | 3 | 15 | 32 | -38 | 19 | -2
COc1ccc(C(NC(=O)CN2C(=O)NC3(CCc4ccccc43)C2=O)c2ccccc2)cc1 (centres undefined) | 0.1 | 17 | -4 | -1 | 9 | 16 | 7 | 0 | -4
COc1ccc(C(=O)N2CCN(Cc3ccccc3[N+](=O)[O-])CC2)cc1 | -2.8 | 17 | 3 | -6 | 4 | 20 | 11 | 32 | 6
CSCc1c(C(=O)NCCc2ccccn2)oc2ccccc12 | 0.5 | 11 | 0 | 1 | 0 | 6 | 16 | 14 | -1
C/C(=N\NC(=O)CCc1ccc(S(=O)(=O)N2CCOCC2)cc1)c1ccccc1Cl | 0.1 | 19 | -2 | -1 | 23 | 4 | 0 | 20 | 0
Cc1cc(C(=O)CSc2nnc(C3CC3)n2C2CC2)c(C)n1C(C)C | 1.2 | 14 | -1 | -2 | 7 | -6 | 7 | 10 | -3
COc1ccc(-c2nsc3c(N4CCCC4)ncnc23)cc1 | -7.0 | 3 | -1 | -4 | 29 | 12 | 35 | 19 | 2
c1ccc(-c2noc(CN3CCN(c4ccccc4)CC3)n2)cc1 | 0.9 | 23 | 0 | -1 | 0 | 2 | 21 | 5 | -3
COc1ccc(NC2=Nc3ccccc3CC2)cc1 | 2.8 | -3 | -3 | -4 | -4 | -4 | -123 | -1 | 0
O=C1CN(S(=O)(=O)c2ccccc2C(F)(F)F)CCN1 | -0.6 | -4 | 1 | -2 | -15 | 2 | 5 | 8 | 1
O=C(O)c1ccc(COc2ccccc2/C=C2\NC(=O)N(Cc3ccccc3F)C2=O)cc1 | 0.8 | 10 | -1 | -2 | 15 | 12 | -8 | 2 | 1
Cc1cc(=O)oc2cc(OCC(=O)NCCCN3CCCC3=O)c(Cl)cc12 | 0.2 | -5 | 1 | -1 | 7 | 5 | 12 | 8 | -1
OCOCCCn1c(C2CCCN2c2nc(-c3ccc(F)cc3)cs2)nc2cc(Cl)c(N3CCCCC3)cc21 (centres undefined) | -2.6 | 19 | -1 | -1 | 6 | 14 | 28 | 19 | 5
Cc1ccc(NC(=O)c2ccc3c(c2)C(=O)N(Cc2cccnc2)C3=O)c(C)c1 | 0.8 | -13 | 1 | 0 | -46 | -6 | -3 | 3 | 0
Cc1ccc(NC(=O)CNc2cc(S(=O)(=O)N3CCOCC3)ccc2N2CCOCC2)cc1S(=O)(=O)N(C)C | 0.2 | 13 | 0 | -4 | 4 | 7 | 29 | 8 | -3
Cc1ccc(NC(=S)c2ccc3ccccc3n2)c(C)c1 | 5.2 | -1 | 0 | 3 | -7 | 15 | -122 | 8 | -9
C=CCNC(=S)NNC(=O)c1ccc(=O)n(Cc2ccccc2)c1 | -1.7 | 7 | 0 | -3 | -7 | 15 | 6 | 18 | -6
SMILES | UPR CHOP act | tim23-1 inh | NR3A LBD binder | XBP1 UPR activ | TIM10 inh | NLRP3 yeast inh | Mdm2 MdmX PPI | tim10-1 inh | APJ ag
CCC(Sc1nc2cc(OC)c(OC)cc2c(=O)n1Cc1ccco1)C(=O)NCCOC (centres undefined) | -1.2 | 7 | 2 | 3 | 12 | 6 | 15 | 11 | -4
COc1cc(OC)cc(C(=O)NNC(=S)NC(=O)c2cccnc2)c1 | 2.0 | 10 | -3 | -2 | 7 | 21 | 16 | 23 | -2
COc1ccccc1N1CCN(S(=O)(=O)c2c(C)[nH]c(C)c2C(=O)N2CCCC2)CC1 | -0.2 | 3 | 0 | -2 | 13 | -1 | -22 | -11 | 5
O=C(Nc1ccccc1Cl)OC1CCCCC1 | 6.3 | 6 | 5 | 6 | 4 | -2 | 7 | -6 | -3
COC(=O)C1CCN(C(=O)COC(=O)C2CCN(S(=O)(=O)c3ccc4c(c3)OCCO4)CC2)CC1 | -0.4 | 13 | 0 | -1 | 9 | 5 | 17 | 5 | -5
COC(=O)/C(C#N)=C/c1c(N2CCN(c3ccccc3)CC2)nc2c(C)cccn2c1=O | 2.5 | 16 | -1 | -6 | 18 | 17 | 13 | 2 | -2
Nc1nnc(SCc2ccc(F)cc2)n1-c1ccccc1 | 0.2 | 11 | 1 | 3 | -6 | 1 | -1 | 18 | 0
CC(=O)N1c2ccc(S(=O)(=O)NCC3CCC(C(=O)NCc4ccc(C)o4)CC3)cc2CC1C (centres undefined) | -0.7 | 9 | -3 | -3 | 10 | 14 | 10 | 23 | -1
COc1ccc(NC(=O)Cn2c(-c3ccc(OC)cc3)cn(-c3ccc(C)cc3)c2=O)cc1 | 5.1 | -3 | -3 | 0 | 22 | 3 | 15 | 11 | -6
COC(=O)c1ccc(Nc2cc(C)nc3ccc(C)cc23)cc1 | 0.5 | 17 | -2 | 0 | 24 | 16 | 100* | 17 | -1
CCN(CC)CCCNC(=O)c1sc2ncn(CC(=O)Nc3ccc(C)c(Cl)c3)c(=O)c2c1C | -1.1 | 15 | -2 | -1 | -2 | 12 | 53* | -2 | -3
O=C(COc1ccccc1)N1CCN(c2ccc([N+](=O)[O-])c(N3CCCCC3)c2)CC1 | -0.9 | 45 | -2 | 6 | 17 | 33 | -9 | 38 | -3
CC(C)c1nnc(NC(=O)C2CCCO2)s1 (centres undefined) | 0.9 | 13 | -2 | 3 | 10 | 13 | -11 | 7 | -2
CC(=O)N1CCN(C(=O)COc2ccc3oc4c(c3c2)CCCC4)CC1 | 0.1 | -1 | 2 | 4 | -6 | 2 | 22 | 3 | -2
C/C(CC(=O)Nc1ccc(N(C)C)cc1)=N\NC(=O)c1ccccc1O | 3.1 | 24 | -1 | -2 | -7 | 16 | 13 | 13 | -1
CS(=O)(=O)Nc1ccc(Oc2ncccn2)cc1 | 3.7 | 0 | 1 | 0 | 0 | 7 | 12 | 0 | 1
CCSc1ccc2nnc(-c3ccc(F)cc3)n2n1 | -1.8 | 34 | -2 | 2 | 22 | 22 | 19 | 35 | -3
Cc1ccc(NC(=O)CSc2nccn2Cc2ccccc2)cc1C | 1.0 | 21 | -1 | 3 | 19 | -6 | -33 | 22 | -2
COc1ccc2c(-c3ccccc3)cc(SCC(=O)NC3CCS(=O)(=O)C3)nc2c1 (centres undefined) | 2.4 | 25 | -11 | -1 | 16 | 4 | 19 | 32 | -4
O=C(O)C(Cc1ccccc1)Nc1ccc([N+](=O)[O-])cc1[N+](=O)[O-] (centres undefined) | 3.0 | 20 | -2 | 1 | -2 | -5 | -8 | 14 | 3
O=C(NNc1nc2c(F)cccc2s1)c1ccccc1 | 0.4 | 13 | -1 | -2 | 30 | 9 | -4 | -6 | 0
CNC(=O)COC(=O)c1cc(F)c(F)cc1Cl | -0.1 | 0 | -1 | 0 | -2 | -7 | 9 | -2 | -3
COc1ccc(S(=O)(=O)NCC2CCCN(CC(C)(C)C)C2)cc1 (centres undefined) | 0.3 | -1 | 1 | -3 | -10 | 14 | 4 | -16 | -1
COc1ccc(CNC(=O)c2cccnc2SC)cc1OC | 1.2 | 0 | -4 | 0 | -13 | 9 | 4 | -4 | -2
Cc1ccc2nc(Cl)c(/C=N/Nc3nc(C)cc(C)n3)c(=O)n2c1 | 1.1 | 25 | 1 | 1 | 26 | 14 | -4 | 17 | 2

Random excerpt: 4 records from the list, in no set order.
SMILES | UPR CHOP act | tim23-1 inh | NR3A LBD binder | XBP1 UPR activ | TIM10 inh | NLRP3 yeast inh | Mdm2 MdmX PPI | tim10-1 inh | APJ ag
C=CCNC(=S)NNC(=O)c1ccc(=O)n(Cc2ccccc2)c1 | -1.7 | 7 | 0 | -3 | -7 | 15 | 6 | 18 | -6
OCOCCCn1c(C2CCCN2c2nc(-c3ccc(F)cc3)cs2)nc2cc(Cl)c(N3CCCCC3)cc21 (centres undefined) | -2.6 | 19 | -1 | -1 | 6 | 14 | 28 | 19 | 5
COCCN(C(=O)CSc1nn(-c2ccc(F)cc2)c(=S)s1)c1c(N)n(CC(C)C)c(=O)[nH]c1=O | 0.1 | 1 | -2 | -2 | -3 | 7 | 8 | 10 | -5
COc1ccc(NC(=O)Cn2c(-c3ccc(OC)cc3)cn(-c3ccc(C)cc3)c2=O)cc1 | 5.1 | -3 | -3 | 0 | 22 | 3 | 15 | 11 | -6

Continuation.
SMILES | UPR CHOP act | tim23-1 inh | NR3A LBD binder | XBP1 UPR activ | TIM10 inh | NLRP3 yeast inh | Mdm2 MdmX PPI | tim10-1 inh | APJ ag
Cc1ccc(-c2cc(C(=O)NC3CCCC3)no2)cc1 | 5.0 | 11 | -3 | -4 | 0 | 20 | -147 | -13 | 2
O=C1CCN(Cc2ccccc2)S(=O)(=O)c2ccc(F)cc21 | 0.3 | 25 | 0 | 0 | 4 | 20 | -17 | 9 | -3
CCOC(=O)N1CCN(CC(=O)c2ccc3c(c2)CCN3C(C)=O)CC1 | -2.0 | 7 | 2 | 1 | -5 | 15 | 10 | 4 | -3
CN1CCN(CCc2nc3cc(NC(=O)COc4ccc([N+](=O)[O-])cc4)ccc3n2C)CC1 | -0.1 | -22 | -3 | -2 | -14 | -7 | -14 | -1 | 0
COc1ccc(C2=NCN(c3ccc(C)cc3)C(=S)N2)cc1 | 3.7 | 0 | -2 | 8 | 3 | 7 | -27 | -3 | -4
O=C(c1cc(-c2ccc(Cl)cc2)on1)N1CCCCCC1 | 7.2 | 11 | -1 | -3 | 6 | 25 | -132 | -10 | -2
Cn1c(=O)c2c(nc(NCCNC(=O)c3ccco3)n2Cc2ccc(F)cc2)n(C)c1=O | -2.8 | -2 | 0 | -1 | -22 | 4 | -8 | 5 | -5
COc1ccc(C(=O)C2CCCN(Cc3ccc(NC(C)=O)cc3)C2)cc1OC (centres undefined) | 0.7 | 13 | 0 | -2 | -3 | 20 | 15 | 10 | -2
